Screening results as filed in PubChem.
b-catenin transl = modulators of beta-catenin nuclear translocation | 0.3% of 190,000 active | AID 1665 | nuclear translocation activity, % at 5 µM | HeLa beta-catenin nuclear translocation, immunofluorescence imaging;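 active means nuclear translocation activity above 50% at 5 µM, with a well cell count of 50 or more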;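 further: per-cell ratio of nuclear to cytoplasmic median beta-catenin stain intensity; plate controls were DMSO negative control for no effect and GSK-3 inhibitor IX positive control for full effect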
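Read-out: Nuclear/cytoplasmic beta-catenin signal ratio, % activation | Assay system: Human HeLa cell line | Times: 24 h compound exposure at 37°C, 5% CO2 | Signal: Fluorescence imaging of beta-catenin antibody stain plus DAPI | Dosing: 5 µM primary, 0.02–20 µM confirmation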
Dynein transport = dynein cargo transport inhibition; 3617.4 mouse cells, GR-EGFP nuclear translocation imaging; test concentration mostly 20 µM; stimulated with dexamethasone, 1 µM; active compounds read low; z-score, hits read low; 0.47% of 220,000 active; AID 1381;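 active means plate z-score of nuclear minus cytoplasmic receptor signal below a set negative limit, without overly bright fluorescence or cell loss, cut at about -3.5 in these data, passing the limit was not always enough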;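 further: z-score of nuclear minus cytoplasmic ring GR-EGFP intensity difference per well; some compounds called inactive have numbers as strong as hits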
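Buffer or medium: tet-free, stripped-serum medium; Also added: dexamethasone, 1.0 µM final; Technique: high-content fluorescence imaging after fixation; Times: 48 h induction, 1 h compound, 30 min dex at 37 °C; Read-out: per-cell GR-EGFP intensity, nucleus versus surrounding cytoplasmic ring, well-averaged.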
Insulin prom up = MIN6 insulin promoter up-regulation; MIN6 insulin promoter-GFP reporter, high-content imaging; active compounds read high; z-score at 5 µM; 0.3% of 190,000 active;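 active means z-score above 3 at 5 µM with at least 500 cells counted in the well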
MT stabilize HCS = microtubule stabilization, imaging screen. 0.83% of 200,000 active. AID 2205. % tubulin-high responders, % at 10 µM. HeLa tubulin immunostaining HCS, 24 h; share of cells brighter than vehicle mean+2SD;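 active means plate Z-score above 3 for both tubulin-high and condensed-nucleus cell shares, with cell loss under 80%, at 10 µM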;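 further: anti alpha tubulin signal scored within the nucleus-defined area of each cell; some results filed as inactive read as strong as hits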
Hep lipid drop = modulators of hepatic lipid droplet formation; AML12 mouse hepatocytes, oleate lipid droplets, BODIPY imaging; inhibition, % at 6.5 µM; 0.4% of 240,000 active;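 active means lipid droplet intensity inhibited by at least 50%, with more than 500 cells counted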
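material = mouse AML12 hepatocyte cell line, fixed after treatment | also added = 100 µM oleic acid challenge | doses = compound at 6.5 µM only | schedule = overnight exposure | technique = Image-based BODIPY and DAPI two-channel analysis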
NOD2 inhibition = inhibition of NOD2-driven NF-kB reporter – cell-based, luminescence, uHTS, HEK293 (AID 1566); HEK293 NOD2/NF-kB luciferase reporter, luminescence; higher % means a stronger effect; one-dose inhibition, % at 4 µM; EC50 in µM for titrated hits; 0.63% of 290,000 active; in the data active means inhibition above about 50%; further: many of its hits are not listed in these tables
Yfh1-off respiration = mitochondrial function rescue without frataxin homolog – Friedreich's ataxia, plus single-dose screen, dose response (AID 1465); S. cerevisiae Yfh1-off respiration, WST-1 reduction, 72 h; higher fold induction means a stronger effect; one-dose fold induction at 50 µM; EC50 in µM for titrated hits; 0.074% of 220,000 active;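 active means fold induction of absorbance versus untreated yeast above a set limit, then at least 30% activation at any dose in follow-up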;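 further: activators that raise dye reduction in frataxin-depleted yeast; strong numbers were not always called active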
WT yeast gro inh = growth inhibition of WT yeast, mitochondrial fusion screen | mitochondrial fusion phenotypic screen, WT strain | 2.1% of 190,000 active | inhibition, % at 10 µM | AID 1362; in the data active means inhibition above about 58%; tested in S. cerevisiae
Autophagy mod = alters autophagy in cells; MEF GFP-LC3 puncta imaging; test concentration mostly 10 µM; calls only at 10 µM (by protocol); 0.98% of 190,000 active; AID 463193;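 active means percentage of spot-positive cells more than 3 SD above its plate mean, without a fluorescence outlier flag or 80% toxicity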;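 further: spot-positive cell cutoff set from DMSO-treated cells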
WT yeast gro inh mutant strain = further read-out of WT yeast gro inh, marked with its call; inhibition, %; mitochondrial fusion phenotypic screen, mutant strain inhibition
Dynein transport cytoplasmic EGFP = also measured in Dynein transport; calls as there; z-score; measured here: cytoplasmic GR-EGFP intensity; active compounds read high
Dynein transport nuclear GR-EGFP = second read-out of Dynein transport, no call of its own (marks repeat the call); z-score; measured here: nuclear GR-EGFP intensity;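 lower value marks the stronger effect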
Dynein transport cell count = recorded beside Dynein transport, whose call it bears; z-score; measured here: cell count per field
Insulin prom up cell count = further read-out of Insulin prom up, marked with its call; cell count; measured here: cytotoxicity, nuclei count;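 total cells summed across four imaged fields per well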
Hep lipid drop cells 6.5 µM = second read-out of Hep lipid drop, no call of its own (marks repeat the call); cell count; measured here: cell count, cytotoxicity flag;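 cells counted across two imaged fields per well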
b-catenin transl cell count 5 µM = also measured in b-catenin transl; calls as there; cell count; measured here: cell count, cytotoxicity flag
MT stabilize HCS Hoechst-high % = second read-out of MT stabilize HCS, no call of its own (marks repeat the call); % Hoechst-high responders; measured here: nuclear condensation Hoechst responders;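 share of cells brighter than vehicle mean plus two SD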
MT stabilize HCS cytotoxicity % = also measured in MT stabilize HCS; calls as there; toxicity, %; measured here: cytotoxicity by cell density;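 0% = mean cell density of plate MIN control wells and 100% = no cells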
Autophagy mod cell loss 18 h = second read-out of Autophagy mod, no call of its own (marks repeat the call); toxicity, %; measured here: cell loss, nuclei count;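 cell loss after 18 h compound exposure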
* hit, by the source's call; i = inactive; . = not tested or not shown.

SMILES	b-catenin transl	b-catenin transl cell count 5 µM	Dynein transport	Dynein transport cytoplasmic EGFP	Dynein transport nuclear GR-EGFP	Dynein transport cell count	Insulin prom up	Insulin prom up cell count	MT stabilize HCS	MT stabilize HCS Hoechst-high %	MT stabilize HCS cytotoxicity %	Hep lipid drop	Hep lipid drop cells 6.5 µM	NOD2 inhibition	Yfh1-off respiration	WT yeast gro inh	WT yeast gro inh mutant strain	Autophagy mod	Autophagy mod cell loss 18 h
Cc1nc(CNS(=O)(=O)c2ccc(Oc3ccccc3)cc2)cs1	.	.	1.68	-0.21	0.84	-0.891	-2.95	968	3.3	1.8	6.0	-4.5	689	34.2%	i	25.9	3.0	i	4.2
O=S(=O)(c1ccc(Cl)cc1)N1CCC(O)(c2cccnc2)CC1	.	.	-0.468	0.357	-0.0438	0.491	0.28	865	1.5	0.8	6.2	2.4	780	0.3%	i	-7.9	-4.2	i	-13.5
Cc1ccccc1CSCCNC(=O)c1ccc(N(C)S(=O)(=O)c2ccccc2)cc1	0.2	1341	0.57	-0.173	0.121	-0.113	-1.73	1073	2.2	1.8	10.6	.	.	13.8%	i	5.6	-2.3	i	5.0
CCOc1ccccc1NC(=O)CSc1nccn1-c1ccccc1	-1.1	1056	-0.326	-0.264	0.652	0.439	0.05	1728	2.3	2.9	5.9	-26.1	651	7.3%	.	24.6	28.3	i	4.0
O=C(COc1ccccc1)c1cn(CC(=O)N2CCOCC2)c2ccccc12	0.3	1157	-1.12	0.412	-0.596	0.502	0.93	1324	2.6	2.3	3.1	-0.4	747	-13.5%	i	0.0	0.0	i	-3.1
Cc1ccc(Nc2nc(COC(=O)COc3ccc(C=O)cc3)cs2)cc1	.	.	-0.541	-0.294	-0.61	0.0228	0.13	1331	5.2	1.7	5.3	-8.5	638	-32.2%	i	1.5	6.0	i	-5.7
O=C(/C=C/c1ccco1)NCc1ccccn1	-0.3	1133	-0.742	-0.3	-0.265	0.649	-0.59	1220	2.7	2.3	4.8	1.9	686	5.1%	i	-13.0	14.9	i	15.8
CCOc1ccc(-n2nc3c(=S)[nH]nc(C)c3c2C)cc1	-1.6	610	-0.0796	-0.249	0.0727	-0.217	-0.18	1250	4.0	3.1	2.8	15.2	723	15.7%	i	-8.6	-10.9	i	-7.6
COc1ccc2nc(SCC(=O)Nc3ccc(S(=O)(=O)N4CCCC4)cc3)c(C#N)cc2c1	-1.5	1218	-0.125	-0.153	-0.233	0.437	3.47*	977*	2.5	1.7	10.0	3.5	794	-0.2%	i	-4.2	-1.9	i	5.8
CCOc1ccc(CCNC(=O)C(C)n2nc(C)n3c(cc4occc43)c2=O)cc1OCC (stereo not drawn)	-4.9	1189	0.299	-0.165	0.597	-0.385	-0.35	1129	3.1	2.3	6.5	57.6*	707*	-16.8%	i	-9.0	-6.1	i	3.8
CCn1c(C(=O)N2CCC(C(=O)NCc3ccc4c(c3)OCO4)CC2)cc2sccc21	-1.2	1142	-0.807	-0.183	-0.102	0.826	.	.	6.3	3.1	11.9	-14.8	612	-37.0%	i	9.5	-8.2	i	16.4
COc1ccc(Oc2ccc3c(C(F)(F)F)cc(C(F)(F)F)nc3n2)cc1	0.9	1294	-0.819	-0.194	-0.514	0.781	-0.52	1367	1.7	1.2	8.5	.	.	5.8%	i	49.4	2.4	i	2.7
COc1ccc(C)cc1NC(=S)Nc1ccccc1SC	-5.3	1053	-0.497	-0.293	-0.178	0.252	1.29	1525	4.0	1.5	7.5	5.1	660	8.1%	i	-7.4	7.9	i	-15.0
O=C1OC(c2ccc(O)cc2)(c2ccc(O)cc2)c2ccccc21	.	.	0.642	-0.178	0.742	-0.301	.	.	2.4	1.3	1.4	-5.3	725	25.2%	i	21.4	-4.8	i	-52.6
CC(Sc1nnc(-c2ccccc2)c(-c2ccccc2)n1)C(=O)Nc1ncc(Cl)cc1Cl (stereo not drawn)	0.1	1145	0.0957	-0.17	0.216	-0.541	-0.26	1442	1.7	1.9	7.4	-57.9	605	12.4%	i	24.8	0.2	i	2.6
S=C(NCc1ccco1)Nc1ccc(Oc2ccccc2)cc1	4.5	823	0.634	0.163	0.49	-1.15	-0.35	1537	4.5	1.7	1.3	-11.1	702	-21.4%	i	67.1*	31.3*	i	15.0
CC(=O)NCc1ccc(C(=O)CSc2nnc(-c3ccncc3)n2Cc2ccccc2)o1	9.2	451	0.226	-0.0506	0.88	-0.76	.	.	3.8	1.2	4.7	-3.7	744	4.4%	i	-7.0	9.5	i	-0.3
CCOC(=O)N1CCC(NC(=O)c2ccc3c(c2)N(C)CCS3)CC1	-0.7	1076	-0.301	-0.0801	-0.174	0.815	0.5	1030	3.2	2.8	10.2	-9.1	767	4.6%	i	-3.6	7.8	i	24.1
CC(C)(C)NC(=O)C1CC(=O)OC1(C)C (stereo not drawn)	-0.4	983	0.175	-0.232	0.0575	0.574	0.33	1361	4.6	2.5	4.7	-7.1	795	4.6%	i	-4.9	-4.4	i	-4.6
COc1ccc(C2C(C(=O)c3ccco3)=C(O)C(=O)N2CCOCCO)cc1OC (stereo not drawn)	4.0	1243	-0.2	-0.19	-0.207	-0.147	2.05	1533	1.4	2.1	9.0	.	.	-6.4%	i	14.9	5.0	i	-3.1
S=c1[nH]nc(C23CC4CC(CC(C4)C2)C3)n1Cc1ccco1	.	.	-0.273	-0.201	-0.191	0.362	.	.	1.9	1.1	3.3	.	.	-9.4%	i	39.5	11.0	i	5.8
CCC(=O)Nc1sc2c(c1C(N)=O)CCC2	-3.5	927	-1.12	-0.339	-0.533	0.233	0.64	1182	2.4	1.3	1.4	.	.	21.9%	i	-11.4	-2.7	i	0.6
O=C(Nc1ccc(Cl)c(Cl)c1)N1CCSC1c1ccco1 (stereo not drawn)	-3.2	860	-0.0918	-0.222	0.0406	-0.0579	0.12	981	6.6	3.9	6.3	.	.	21.9%	i	50.6	7.8	i	22.4
O=C(O)CCNS(=O)(=O)c1ccc(Oc2ccccc2)cc1	.	.	-0.71	0.076	0.114	-0.218	.	.	2.2	0.3	31.9	-8.5	770	-1.4%	i	13.0	5.3	i	1.0
COC(=O)C(O)(CC(=O)Nc1ccccc1OC)C(F)(F)F (stereo not drawn)	1.7	945	-0.0103	-0.225	-0.631	0.264	.	.	3.3	2.5	1.0	-1.8	728	8.6%	i	-14.3	-9.1	i	0.6
CCn1c(-c2csc(C(C)C)c2)n[nH]c1=S	-2.0	365	-0.7	-0.301	-0.73	0.946	0.26	1205	6.8	2.3	7.6	-5.6	702	-2.1%	i	2.6	10.1	i	5.1

Nothing new here: 7 of the compounds above.
SMILES	b-catenin transl	b-catenin transl cell count 5 µM	Dynein transport	Dynein transport cytoplasmic EGFP	Dynein transport nuclear GR-EGFP	Dynein transport cell count	Insulin prom up	Insulin prom up cell count	MT stabilize HCS	MT stabilize HCS Hoechst-high %	MT stabilize HCS cytotoxicity %	Hep lipid drop	Hep lipid drop cells 6.5 µM	NOD2 inhibition	Yfh1-off respiration	WT yeast gro inh	WT yeast gro inh mutant strain	Autophagy mod	Autophagy mod cell loss 18 h
CC(C)(C)NC(=O)C1CC(=O)OC1(C)C (stereo not drawn)	-0.4	983	0.175	-0.232	0.0575	0.574	0.33	1361	4.6	2.5	4.7	-7.1	795	4.6%	i	-4.9	-4.4	i	-4.6
COc1ccc(C2C(C(=O)c3ccco3)=C(O)C(=O)N2CCOCCO)cc1OC (stereo not drawn)	4.0	1243	-0.2	-0.19	-0.207	-0.147	2.05	1533	1.4	2.1	9.0	.	.	-6.4%	i	14.9	5.0	i	-3.1
S=c1[nH]nc(C23CC4CC(CC(C4)C2)C3)n1Cc1ccco1	.	.	-0.273	-0.201	-0.191	0.362	.	.	1.9	1.1	3.3	.	.	-9.4%	i	39.5	11.0	i	5.8
CCC(=O)Nc1sc2c(c1C(N)=O)CCC2	-3.5	927	-1.12	-0.339	-0.533	0.233	0.64	1182	2.4	1.3	1.4	.	.	21.9%	i	-11.4	-2.7	i	0.6
O=C(Nc1ccc(Cl)c(Cl)c1)N1CCSC1c1ccco1 (stereo not drawn)	-3.2	860	-0.0918	-0.222	0.0406	-0.0579	0.12	981	6.6	3.9	6.3	.	.	21.9%	i	50.6	7.8	i	22.4
O=C(O)CCNS(=O)(=O)c1ccc(Oc2ccccc2)cc1	.	.	-0.71	0.076	0.114	-0.218	.	.	2.2	0.3	31.9	-8.5	770	-1.4%	i	13.0	5.3	i	1.0
COC(=O)C(O)(CC(=O)Nc1ccccc1OC)C(F)(F)F (stereo not drawn)	1.7	945	-0.0103	-0.225	-0.631	0.264	.	.	3.3	2.5	1.0	-1.8	728	8.6%	i	-14.3	-9.1	i	0.6

The list is partial; the hit share may differ from the screen's.
